Source: PubChem (National Center for Advancing Translational Sciences (NCATS))
HP1b chromo inh = blocks HP1-beta chromodomain binding to methylated histone tails; P83916; AlphaScreen HP1-beta / biotin-H3K9me3 peptide binding; Potency, µM (series often up to 114 µM), for the others: top-dose activity change, negative = inhibition, usual class: inhibitors; actives 0.56% (n = 390,000); note: nearly all actives have a fitted effect of over 70% in size; inactives centre near 23
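HP1-beta protein (50 nM final) preincubated 30 min at room temperature with biotinylated H3(1-18)K9me3 peptide (50 nM) in PBS pH 7.4, 0.01% Tween-20, then compound added for 30 min. AlphaScreen streptavidin donor/nickel chelate acceptor beads (10 ug/mL final), 30 min dark, luminescence read.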
GLS inhibitor = inhibitors of human glutaminase (GLS). GLS enzymatic activity, qHTS titration. Potency, µM (highest dose often 45.5 µM), for the others: top-dose activity change, negative = inhibition, usual class: inhibitors. actives 0.21% (n = 410,000); note: % is set by controls: 0 for no effect and ±100 for the full control effect
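Coupled fluorescence readout: glutamate oxidase/HRP/Amplex Red detect glutamate formed by hKGA from L-glutamine (1 mM solution added). Buffer 45 mM KH2PO4 pH 8.2, 0.02% Tween-20; reads at t0 and 30 min RT.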
G9a block = blocks human histone lysine methyltransferase G9a; Q96KQ7; Potency, µM (doses to about 102 µM), for inactives: at the top dose activity, negative = inhibition, hits mostly inhibitors; actives 8.8% (n = 350,000); G9a H3K9 monomethylation, AlphaScreen, 2 h; note: % is set by controls: 0 for no effect and ±100 for the full control effect; nearly all actives have a fitted effect of over 75% in size
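Step 1: enzyme (final 20 nM) with compound, 15 min RT. Step 2: substrate peptide 500 nM and SAM 20 uM, 2 h RT. Step 3: anti-H3K9me1 antibody and AlphaScreen beads, 10 min, then plate read.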
Pin1 inhibitor = human Pin1 inhibition; Q13526; Pin1 FP peptide displacement, HiFluor488, 10 min; Potency, µM (doses to about 115 µM), inactives show at the top dose activity, negative = inhibition, hits mostly inhibitors; actives 0.009% (n = 390,000); active = well fitted inhibition curve with a large enough effect in the polarisation, with a control signal flat, not every such curve was filed as active; inconclusive = small, poorly fitted or top-dose-only effect, or effect the other way, or a change in a side signal; inactive = no such curve, though single readings can be large or run the other way; the % refers to the polarisation; note: % is set by controls: 0 for no effect and ±100 for the full control effect
BAZ2B block = BAZ2B (human) inhibition | AID 504333 | AlphaScreen BAZ2B-H3K14Ac peptide displacement | Potency, µM (doses to about 114 µM), for the others: at the top dose activity change, negative = inhibition, usual class: inhibitors | actives 4.4% (n = 360,000); note: % is set by controls: 0 for no effect and ±100 for the full control effect; nearly all actives have a fitted effect of over 60% in size
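BAZ2B (50 nM) with biotin-H3(5-23)K14Ac peptide (50 nM) in PBS pH 7.4, 0.01% Tween-20, preformed 30 min, then compound 30 min at room temperature; top concentration 110uM. AlphaScreen streptavidin donor/nickel chelate acceptor beads (10 ug/mL final), 20 min dark, signal read.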
Pol iota inh = inhibitors of human DNA polymerase iota; Q9UNA4; Pol iota fluorescent replication assay, 10 min; Potency, µM (top dose mostly 115 µM), inactives show at the top dose activity, negative = inhibition, usual class: inhibitors; actives 1% (n = 390,000)
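Pol iota at 10 nM preincubated 15 min with compounds at room temperature; reaction started with fluorescent substrate, 50 nM final. Fluorescence read kinetically at 0 and 10 min; buffer-only wells as negative control.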
PGK inhibitor = T. brucei PGK inhibition; P07378; PGK/GAPDH coupled, Kinase-Glo luminescence, 60 min; Potency, µM (top dose mostly 57.5 µM), without a hit: at the highest dose activity change, negative = inhibition, actives largely listed as inhibitors; actives 0.043% (n = 380,000); AID 602233; note: % is set by controls: 0 for no effect and ±100 for the full control effect; nearly all actives have a fitted effect of over 60% in size
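Luminescent ATP detection (Kinase-Glo Plus) follows a 60-minute room-temperature incubation, with wells lacking PGK as controls. Buffer: 100 mM TEA (pH 7.6), 5 mM MgCl2, 0.01% Tween-20. Coupling enzyme GAPDH (100 nM final) supplies unstable 1,3-BPG in-well.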
JMJD2A Tudor = blocks the human JMJD2A Tudor domain | AlphaScreen JMJD2A-Tudor / H3K4me3 peptide binding | actives 4.4% (n = 390,000) | AID 504339 | Potency, µM (top dose mostly 114 µM), inactives show top-dose activity change, negative = inhibition, hits mostly inhibitors; note: % is set by controls: 0 for no effect and ±100 for the full control effect; nearly all actives have a fitted effect of over 50% in size
BLM inh = inhibitors of human Bloom syndrome helicase BLM. P54132. recombinant BLM DNA unwinding, fluorescence dequenching. Potency, µM (series often up to 56.1 µM), for inactives: top-dose activity change, negative = inhibition, most hits filed as inhibitors. actives 0.2% (n = 350,000). AID 2528;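 note: plate controls were vehicle for no effect and no enzyme for full effect; nearly all actives have a fitted effect of over 35% in size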
An asterisk follows results filed as active; ! = not active in a repeat; [ ] = another dose, or the depositor's remark. Unless noted, calls come from the whole dose curve; as a rule, active = well fitted curve in the direction sought with a large enough effect; inconclusive = small, poorly fitted or top-dose-only effect, or another doubt; inactive = no such curve, though single readings can be large; an effect the other way counts as inactive or inconclusive. Potency is the fitted concentration of half-maximal effect.

Results for CCN(CC)CCCn1c(=S)[nH]c2cc(Cl)ccc2c1=O ?
HP1b chromo inh: 42.4%[activator]; GLS inhibitor: 3.0%; G9a block: inconclusive; Pin1 inhibitor: -4.0%; BAZ2B block: 9.1%; Pol iota inh: -6.9%; PGK inhibitor: inactive; JMJD2A Tudor: -23.7%; BLM inh: -0.9%

What do the screens show for `CC1=C(C(=O)OC(C)C)C(c2cccc(F)c2)n2ncnc2N1` (configuration not stated)?
HP1b chromo inh: 32.6%; GLS inhibitor: 23.7%; G9a block: -0.4%[59 µM]; Pin1 inhibitor: 2.8%; BAZ2B block: 7.1%; Pol iota inh: 14.7%; PGK inhibitor: -4.4%; JMJD2A Tudor: -10.4%; BLM inh: -1.6%

Results for CN1C(C(=O)NCc2ccco2)CC2Cn3c(nc4ccccc43)C21 (configuration not stated) ?
HP1b chromo inh: 25.1%; GLS inhibitor: -0.4%; G9a block: 16.2%[2.33 µM]; Pin1 inhibitor: -2.5%; BAZ2B block: -1.2%; Pol iota inh: inconclusive; PGK inhibitor: 2.1%; JMJD2A Tudor: -16.3%

What do the screens show for `COc1ccc(CCn2nnnc2C(c2ccc(Cl)cc2)N2CCN(C)CC2)cc1OC` (configuration not stated)?
HP1b chromo inh: 15.5%; GLS inhibitor: 13.0%; G9a block: inconclusive; Pin1 inhibitor: -2.2%; BAZ2B block: inconclusive; Pol iota inh: inconclusive; PGK inhibitor: -6.3%; JMJD2A Tudor: -20.1%; BLM inh: 3.1%

What do the screens show for `CCc1cccc(CC)c1NC(=O)CN(C)S(=O)(=O)c1ccc2c(c1)n(C)c(=O)c(=O)n2C`?
HP1b chromo inh: 34.6%; GLS inhibitor: 5.4%; G9a block: -2.9%[59 µM]; Pin1 inhibitor: 5.0%; BAZ2B block: 3.9%; Pol iota inh: 14.3%; PGK inhibitor: 6.0%; JMJD2A Tudor: -10.3%; BLM inh: -4.2%

What do the screens show for `CCCc1nn2c(=O)cc(COC(=O)c3cccc(NC(=O)COc4ccccc4C)c3)nc2s1`?
HP1b chromo inh: 17.6%; GLS inhibitor: -3.7%; G9a block: -1.3%[12.7 µM]; Pin1 inhibitor: -10.8%; BAZ2B block: -21.6%; Pol iota inh: -18.2%; PGK inhibitor: -3.8%; JMJD2A Tudor: -5.6%; BLM inh: -3.1%

How did O=C(Nc1ccccc1)N1CCN(Cc2ccc(Cl)cc2)CC1 do in these assays?
HP1b chromo inh: 24.0%; GLS inhibitor: -0.6%; G9a block: -30.7%; Pin1 inhibitor: 6.8%; BAZ2B block: -4.5%; Pol iota inh: 33.5%[activator]; JMJD2A Tudor: -18.3%; BLM inh: -0.7%

How did CCCOC(=O)c1cc(=O)[nH]c2ccccc12 do in these assays?
HP1b chromo inh: 22.1%; GLS inhibitor: -3.2%; G9a block: -6.4%[2.33 µM]; Pin1 inhibitor: 2.0%; BAZ2B block: 3.6%; Pol iota inh: -3.2%; PGK inhibitor: -1.4%; JMJD2A Tudor: -8.5%; BLM inh: 0.0%

Results for Cc1ccc(C(=O)Nc2cccnc2)cc1S(=O)(=O)N1CCOCC1 ?
HP1b chromo inh: 19.8%; GLS inhibitor: 6.9%; G9a block: -9.0%; Pin1 inhibitor: -5.8%; BAZ2B block: 2.8%; Pol iota inh: 21.8%; PGK inhibitor: 12.1%; JMJD2A Tudor: -18.1%; BLM inh: 1.2%

Results for Cc1cc(NC(=O)CSc2nnc(-c3cccnc3)n2Cc2ccccc2)no1 ?
HP1b chromo inh: 19.3%; GLS inhibitor: 2.7%; G9a block: -1.4%; Pin1 inhibitor: -4.0%; BAZ2B block: -16.6%; Pol iota inh: 159.9%[activator]; PGK inhibitor: 2.3%; JMJD2A Tudor: -5.3%; BLM inh: -0.9%

How did CO/N=C/NC(=O)c1ccc([N+](=O)[O-])c(CS(=O)(=O)c2ccc(Cl)cc2)c1 do in these assays?
HP1b chromo inh: -10.8%; GLS inhibitor: inconclusive; G9a block: 18.8%[59 µM]; Pin1 inhibitor: -0.8%; BAZ2B block: 6.2%; Pol iota inh: -5.4%; PGK inhibitor: 0.0%; JMJD2A Tudor: inconclusive; BLM inh: -1.1%

How did COc1ccc(CCNC(=O)CSc2nncs2)cc1 do in these assays?
HP1b chromo inh: 45.2%[activator]; GLS inhibitor: 1.2%; G9a block: inconclusive; Pin1 inhibitor: -0.4%; BAZ2B block: -14.8%; Pol iota inh: 17.7%; PGK inhibitor: 4.5%; JMJD2A Tudor: -1.4%; BLM inh: 0.3%

What do the screens show for `O=C(NCc1ccc(F)cc1)c1cnc(N2CCCCC2)c2ccccc12`?
HP1b chromo inh: 44.3%[activator][57 µM]; GLS inhibitor: -11.0%; G9a block: 32.8%[activator][59 µM]; Pin1 inhibitor: -5.2%; BAZ2B block: 29.0%; Pol iota inh: 21.8%; PGK inhibitor: 3.0%; JMJD2A Tudor: 16.5%; BLM inh: -7.6%

What do the screens show for `CS(=O)(=O)c1ccc(Cl)c(NC(=O)CSc2nnc(-c3cccs3)n2N)c1`?
HP1b chromo inh: 30.5%; GLS inhibitor: 2.3%; G9a block: -7.1%[2.33 µM]; Pin1 inhibitor: -0.4%; BAZ2B block: 9.8%; Pol iota inh: 1.0%; PGK inhibitor: 1.7%; JMJD2A Tudor: -1.4%

Results for CCOC(=O)c1cccc(NS(=O)(=O)c2c(C)[nH]c(C)c2C(=O)N2CCCC2)c1 ?
HP1b chromo inh: 6.5%; GLS inhibitor: -4.1%; G9a block: 2.6%; Pin1 inhibitor: -4.1%; BAZ2B block: -7.6%; Pol iota inh: -3.0%; PGK inhibitor: -1.8%; JMJD2A Tudor: -6.2%; BLM inh: -0.1%

Results for O=C(CSc1ccc2nnc(-c3ccccc3)n2n1)N1CCCCC1 ?
HP1b chromo inh: 51.4%[activator]; GLS inhibitor: 7.7%; Pin1 inhibitor: -11.7%; Pol iota inh: 20.2%; PGK inhibitor: inactive; JMJD2A Tudor: 1.4%

Results for Cn1cc(S(=O)(=O)NCc2ccc(Cl)cc2)c(=O)n(C)c1=O ?
HP1b chromo inh: 20.7%; GLS inhibitor: 35.3%[activator]; G9a block: -19.6%; Pin1 inhibitor: -1.9%; BAZ2B block: -13.9%; Pol iota inh: 14.0%; PGK inhibitor: -7.0%; JMJD2A Tudor: -13.4%; BLM inh: -0.8%

Results for O=C(NCCOc1ccccc1)c1cncc(Br)c1 ?
HP1b chromo inh: 20.9%; GLS inhibitor: -1.4%; G9a block: inconclusive; Pin1 inhibitor: 2.7%; BAZ2B block: 3.1%; Pol iota inh: -6.9%; PGK inhibitor: inactive; JMJD2A Tudor: 4.9%; BLM inh: -2.4%

What do the screens show for `Cc1cc(C)n(CCN(C)c2nc3nonc3nc2N2CCCCC2)n1`?
HP1b chromo inh: 50.9%[activator]; GLS inhibitor: -6.7%; G9a block: 4.2%; Pin1 inhibitor: -5.7%; BAZ2B block: 3.4%; Pol iota inh: 163.9%[activator]; PGK inhibitor: -8.5%; JMJD2A Tudor: 4.5%; BLM inh: 0.2%

How did COc1ccc2c(=O)cc(-c3ccncc3)oc2c1OC do in these assays?
HP1b chromo inh: 1.4%; GLS inhibitor: -5.8%; Pin1 inhibitor: 3.5%; Pol iota inh: 16.0%; PGK inhibitor: 6.7%; JMJD2A Tudor: -23.4%

How did O=c1c2ccc(Cl)cc2[nH]c(=S)n1CCCN1CCOCC1 do in these assays?
HP1b chromo inh: 15.2%; GLS inhibitor: -7.6%; G9a block: 44.7µM*; Pin1 inhibitor: 6.7%; BAZ2B block: -30.1%; Pol iota inh: 53.7%[activator]; PGK inhibitor: -7.9%; JMJD2A Tudor: inconclusive; BLM inh: -6.6%

Results for O=C1C=C(NCc2ccc(Cl)cc2Cl)C2(CCCCC2)O1 ?
HP1b chromo inh: 30.4%[activator]; GLS inhibitor: -4.1%; G9a block: -5.8%[12.7 µM]; Pin1 inhibitor: -2.4%; BAZ2B block: 10.2%; Pol iota inh: 1.6%; PGK inhibitor: -6.4%[11.5 µM]; JMJD2A Tudor: -1.2%; BLM inh: -2.3%

How did O=C(NCc1ccccn1)c1cccc(NS(=O)(=O)c2cccc(Cl)c2)c1 do in these assays?
HP1b chromo inh: 18.0%; GLS inhibitor: 4.6%; G9a block: -3.3%[59 µM]; Pin1 inhibitor: 2.4%; BAZ2B block: -4.3%; Pol iota inh: 159.2%[activator]; PGK inhibitor: 6.1%; JMJD2A Tudor: -3.5%; BLM inh: -0.2%

Results for CCN(Cc1ccccc1)S(=O)(=O)c1ccc(C(=O)N(CCCN(C)C)c2nc3ccc(F)cc3s2)cc1 ?
HP1b chromo inh: -2.1%; GLS inhibitor: -0.6%; Pin1 inhibitor: -1.3%; BAZ2B block: 28.2µM*; Pol iota inh: 23.0%; PGK inhibitor: 6.4%; JMJD2A Tudor: inconclusive; BLM inh: -3.1%

What do the screens show for `Cc1cccc(C#Cc2ccccc2)n1`?
HP1b chromo inh: 54.6%[activator]; GLS inhibitor: 4.1%; G9a block: 20µM*!; Pin1 inhibitor: 0.1%; BAZ2B block: -8.2%; Pol iota inh: inconclusive; PGK inhibitor: -12.4%; JMJD2A Tudor: inconclusive; BLM inh: inconclusive

How did O=C(O)C1CC(=O)N(C2CCCCCC2)C1 (configuration not stated) do in these assays?
HP1b chromo inh: 42.4%; GLS inhibitor: -13.0%; G9a block: 14.2%[59 µM]; Pin1 inhibitor: 4.1%; BAZ2B block: 11.7%; Pol iota inh: 2.6%; PGK inhibitor: -12.1%; JMJD2A Tudor: 4.1%; BLM inh: -2.3%

How did Cc1ccc(C(c2cc(Br)ccc2O)N2CCSCC2)cc1 (configuration not stated) do in these assays?
HP1b chromo inh: 36.8%; GLS inhibitor: 4.3%; G9a block: 0.5%[2.33 µM]; Pin1 inhibitor: -7.8%; BAZ2B block: -2.2%; Pol iota inh: 12.3%; PGK inhibitor: -2.1%; JMJD2A Tudor: -2.8%

Only part of the results is shown; the hit share may differ from the screen's.
